Compound activity from PubChem BioAssay.
GPT2 inh: Primary qHTS assay for inhibitors of Glutamate pyruvate transaminase 2 (GPT2) | hit rate 0.25% among 100,000 | Potency, µM (highest dose often 57.7 µM), for inactives: at the highest dose activity change, negative = inhibition, actives largely listed as inhibitors | Recombinant GPT2, coupled pyruvate oxidase/HRP Amplex Red fluorescence | Alanine aminotransferase 2 (Homo sapiens), Q8TD30 | AID 1671188, 2021; further: potency means the concentration at half of the fitted maximal effect; nearly all actives have a fitted effect of over 60% in size; many of its hits are not listed in these tables
Target sequence (Q8TD30 whole entry, looked up): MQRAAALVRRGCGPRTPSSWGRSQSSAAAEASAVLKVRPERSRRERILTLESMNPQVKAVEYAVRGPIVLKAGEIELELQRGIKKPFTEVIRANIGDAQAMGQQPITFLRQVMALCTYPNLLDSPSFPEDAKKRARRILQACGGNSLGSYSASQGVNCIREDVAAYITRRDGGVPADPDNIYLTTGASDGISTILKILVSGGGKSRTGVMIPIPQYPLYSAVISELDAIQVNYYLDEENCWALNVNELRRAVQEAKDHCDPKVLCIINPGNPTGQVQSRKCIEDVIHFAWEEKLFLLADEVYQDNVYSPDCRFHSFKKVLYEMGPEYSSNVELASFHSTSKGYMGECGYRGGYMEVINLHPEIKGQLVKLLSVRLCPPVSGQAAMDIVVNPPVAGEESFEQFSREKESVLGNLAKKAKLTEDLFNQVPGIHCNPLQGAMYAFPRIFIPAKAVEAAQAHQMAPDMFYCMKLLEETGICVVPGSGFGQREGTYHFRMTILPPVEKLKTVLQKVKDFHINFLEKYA
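Fluorescence of coupled pyruvate oxidase/HRP/Amplex Red system (50uM Amplex, 30 min, dark) reports pyruvate formed by GPT2. Enzyme reaction: 10ng/uL GPT2, 2mM L-alanine, 250uM a-KG, 30 min room temperature, pH 7.5; 50uM AOA control.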
SNCA expr inhib: Primary qHTS assay for inhibitors of alpha-synuclein gene (SNCA) expression. HEK-293 SNCA-luciferase knock-in, luminescence, 24 h. hit rate 0.17% among 140,000. Potency, µM (top dose mostly 57.2 µM), for the others: top-dose activity change, negative = inhibition, most hits filed as inhibitors. AID 1671194, 2021;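 further: potency means the concentration at half of the fitted maximal effect; plate controls were DMSO cells for no effect and cell-free wells for full effect; nearly all actives have a fitted effect of over 45% in size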
HEK293 tox: Cytotoxic Profiling in HEK 293 Cell Line of Diverse Libraries Using Quantitative High-Throughput Screening; Potency, µM (highest dose often 115 µM), for the others: at the top dose activity change, negative = cytotoxicity, usual class: inhibitors; HEK 293 viability, ATP luminescence (CellTiter-Glo), 48-72 h; AID 1345083, 2018; hit rate 6.6% among 94,000; further: potency means the concentration at half of the fitted maximal effect; nearly all actives have a fitted effect of over 60% in size
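CellTiter-Glo luminescence (cellular ATP) was read after 48 or 72 hr of compound exposure at 37 degree Celsius. Cells were HEK 293 plated at 250 cells/well.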
SNCA viab count: GF-AFC viability counterscreen for inhibitors of alpha-synuclein gene (SNCA) expression; HEK-293-SNCA-luc viability, GF-AFC fluorescence, 24 h; Potency, µM (doses to about 57.1 µM), inactives show top-dose activity change, negative = cytotoxicity, actives largely listed as cytotoxic; hit rate 0.12% among 150,000;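 further: potency means the concentration at half of the fitted maximal effect; 0% = DMSO-treated cells and -100% = medium-only wells without cells; nearly all actives have a fitted effect of over 30% in size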
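HEK-293-SNCA-luc cells (1500/well) plated 24 h, then exposed 24 h to a dilution series; GF-AFC added 30 min at 37C, fluorescence 405/540 nm; normalised to medium-only and DMSO wells, Hill fit.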
IP6K1 inhibitor: Primary qHTS assay for small molecule inhibitors of Inositol hexaphosphate kinase 1 (IP6K1). Inositol hexakisphosphate kinase 1 (Homo sapiens), Q92551. IP6K1 kinase, ADP-Glo luminescence, 2 h; hits give low values. activity change, % (series mostly up to about 58 µM). hit rate 0.81% among 140,000; in the data active means activity change below about -25%
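ADP-Glo luminescence measures ADP made by human IP6K1 during a 2 h RT reaction with ATP/IP6 (mix at 1.3 mM/130 uM); top library doses 57.5 and 19.1 uM final.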
FLuc inh: Firefly luciferase inhibition profiling of diverse chemical library using quantitative high-throughput screening | Luciferin 4-monooxygenase (Photinus pyralis), P08659 | purified P. pyralis luciferase, luminescence, biochemical | Potency, µM (series often up to 115 µM), inactives show top-dose activity change, negative = inhibition, hits mostly inhibitors | hit rate 2.5% among 76,000 | AID 1347043, 2019; further: potency means the concentration at half of the fitted maximal effect; nearly all actives have a fitted effect of over 65% in size
Target sequence (P08659 whole entry, looked up): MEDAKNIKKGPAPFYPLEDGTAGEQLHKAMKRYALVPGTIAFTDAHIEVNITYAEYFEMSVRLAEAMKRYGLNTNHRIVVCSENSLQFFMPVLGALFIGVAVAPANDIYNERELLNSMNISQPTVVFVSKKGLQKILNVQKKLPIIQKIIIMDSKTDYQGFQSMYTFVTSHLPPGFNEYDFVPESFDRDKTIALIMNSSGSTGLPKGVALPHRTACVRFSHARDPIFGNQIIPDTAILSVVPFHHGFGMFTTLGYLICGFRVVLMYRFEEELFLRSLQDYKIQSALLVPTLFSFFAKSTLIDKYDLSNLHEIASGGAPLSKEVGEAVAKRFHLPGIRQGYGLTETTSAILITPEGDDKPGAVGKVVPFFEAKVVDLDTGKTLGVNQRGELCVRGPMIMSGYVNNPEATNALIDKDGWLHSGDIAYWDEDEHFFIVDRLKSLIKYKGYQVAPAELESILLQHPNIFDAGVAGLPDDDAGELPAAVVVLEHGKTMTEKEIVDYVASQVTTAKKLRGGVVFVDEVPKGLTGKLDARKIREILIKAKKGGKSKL
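Biochemical qHTS: compound (6-point titration) added to 10uM D-luciferin plus 10uM ATP in Tris acetate pH 7.5 buffer with Mg, Tween-20 and BSA, then purified enzyme at 10nM; light output imaged.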
3T3 cytotox: Cytotoxic Profiling in NIH 3T3 Cell Line of Diverse Libraries Using Quantitative High-Throughput Screening | NIH 3T3 viability, CellTiter-Glo ATP luminescence, 48-72 h | Potency, µM (top dose mostly 96.7 µM), inactives show at the top dose activity change, negative = cytotoxicity, most hits filed as inhibitors | hit rate 4.3% among 94,000; further: potency means the concentration at half of the fitted maximal effect; nearly all actives have a fitted effect of over 55% in size
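Luminescent ATP readout (CellTiter-Glo, 10 min RT) after 48 or 72 hr compound exposure of NIH 3T3 cells seeded at 400 cells/well in 1536-well format; quantitative HTS.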
* = called active by the depositor; i = inactive; u = inconclusive; x = no result given; [ ] = another dose, or the depositor's remark. Unless noted, the call rests on the fitted dose curve; in most records, active means well fitted curve in the direction sought with a large enough effect; inconclusive means small, poorly fitted or top-dose-only effect, or another doubt; inactive means no such curve, though single readings can be large; an effect the other way counts as inactive or inconclusive. Unless noted, on the % scale 0 is the no-effect control and ±100 the full control effect. Some of the compounds tested; the hit share may differ from the screen's.

SMILES	GPT2 inh	SNCA expr inhib	HEK293 tox	SNCA viab count	IP6K1 inhibitor	FLuc inh	3T3 cytotox
CC(C)c1ccc(NC(=O)CNC(=O)Cn2ccc3ccccc3c2=O)cc1	x	-10%	x	5%	6	x	x
Cc1ccc(N(Cc2cccs2)C(=O)c2ccccc2[N+](=O)[O-])cc1	x	-13%	x	-5%	-14	x	x
CNC(=O)c1cc(C)nc2onc(C3CCCN3C(=O)NC(C)C)c12 (configuration not stated)	x	x	i	x	-2	x	-1%
O=C(Cc1cccs1)Nc1c(C(=O)Nc2ccc(F)cc2)oc2ccccc12	x	39%[activator]	x	2%	22	x	x
CNC(=O)C(C)(C)N1CCC[C@H]1C(=O)N[C@@H](CO)CC(C)C	-3%[88.5 µM]	-14%[87.6 µM]	1%[172 µM]	5%[87.6 µM]	-7	2%[172 µM]	-6%[174 µM]
CCn1c(CC2CCN(S(=O)(=O)c3cccc(C)c3)CC2)nn(C)c1=O	-15%	-5%	-19%	-21%	5	3%	-19%
CCN1c2cc(C(=O)Nc3cccc(OC)c3)ccc2C(=O)N2CCCC21 (configuration not stated)	4%	22%	u	-11%[12.5 µM]	15	-12%	-28%
COc1ccc(-c2cc(N3CCCC(NC(=O)c4ccc5c(c4)OCO5)C3)n[nH]2)cc1 (configuration not stated)	u	46%[activator]	u	-27%	12	11µM*	u
COCC1CN(C2CCC2)CC12CCN(C(=O)C1CC=CC1)CC2 (configuration not stated)	i	12%	u	-7%	3	3%	-14%
Cc1cccc(NC(=O)N2CCCC(c3nn(C)c(=O)n3C3CCCC3)C2)c1 (configuration not stated)	i	2%	7%	0%	-6	-4%	-15%
Cc1cccc(CNC(=O)C2CCCCC(=O)N2)c1 (configuration not stated)	2%	27%	5%	12%	7	0%	-9%
Cc1cc(C[C@@H]2COC[C@@H]2NC(=O)CN2CCN(c3ncccn3)CC2)on1	i[11.5 µM]	1%	2%	-1%	-3	2%	1%
O=C(NCc1ccccc1)NC[C@H]1O[C@@H]2C[C@@H](CC(=O)N3CCC(F)(F)C3)O[C@@H]2[C@@H]1O	i	5%	i	-1%	2	-3%	0%
Cc1nnc2n1C(C)CN(C(=O)CCn1cnc3ccccc3c1=O)C2 (configuration not stated)	3%	10%	1%	-3%	32	-2%	2%
COc1ccc(C(=O)N2[C@@H]3CC[C@H]2CC(NC(=O)c2ccncc2)C3)cn1 (some centres not stated)	2%	-4%	-6%	-17%	16	-6%	i
CCOc1ccc(NC(=O)CSc2nnc(-c3ccc(C)cc3)c(-c3ccc(C)cc3)n2)cc1	x	9%	x	6%	-14	x	x
Cc1noc(-c2ccc3c(c2)OCO3)c1C(=O)NCc1cc(F)cc(F)c1	i	21%	32µM*	2%	-11	4%	u
CN(C)c1cccc(-c2cnc(Nc3cncnc3)c3c2CCO3)c1	1%[88.5 µM]	43%[activator][87.6 µM]	u	-9%[87.6 µM]	-18	-25%[172 µM]	u
Cc1ccc(OCC(=O)N(Cc2nc(-c3ccccc3)no2)C(C)C)cc1C	x	-4%	x	0%	3	x	x
CN(N=O)C(=O)N[C@@H]1[C@@H](O)[C@H](O)[C@@H](CO)O[C@@H]1O	i	-36%[25.6 µM]	x	-3%[23.9 µM]	-2	x	x
CC(C)NC(=O)NC1CCCN(c2ccc3nnc(-c4ccccc4)n3n2)C1 (configuration not stated)	x	x	-28%	x	16	x	u
COc1cccc(COC2CN(C(=O)CC3CCCC3)CC(=O)N(Cc3ccccn3)C2)c1 (configuration not stated)	i	-17%	-4%	-3%	20	-3%	-4%
O=C(CC1CCCN(c2cnn(CC3CC3)c(=O)c2)C1)NCc1ccncc1 (configuration not stated)	i	1%	-6%	0%	18	10%	u
Cc1ccc(N2CCN(C(=O)c3cc(-c4ccccc4O)n[nH]3)CC2=O)cc1	i	4%	-19%	-5%	-5	-8%	u
O=C(Nc1ccc2[nH]c(=O)c(=O)[nH]c2c1)c1cccc(F)c1	x	9%	x	1%	4	x	x
COCCN1C(=O)c2cccn2CC1CNC(=O)Cc1ccccc1 (configuration not stated)	i	6%	-6%	-1%	10	8%	-6%
Cc1ccc(Cl)cc1NC(=O)c1cc(S(=O)(=O)N2CCOCC2)cn1C	x	-27%	x	-7%	17	x	x
CC(C)c1ccc(CC(=O)N2CCCc3ncc(C(=O)NCCN(C)C)cc32)cc1	i	-13%[87.6 µM]	u	-13%[87.6 µM]	14	-3%[172 µM]	100µM*
CCCNC(=O)C1CCN(c2nc3ccc(C)cc3[nH]2)CC1	x	66%[activator]	x	9%	-11	x	x
O=C(NC1CCCN(c2cc(-c3ccccc3)[nH]n2)C1)c1cccc(Cl)c1 (configuration not stated)	1%	u	u	u	22	-10%	u
Cc1nc2c(-c3ccccc3)c(C)nn2c(C)c1CCC(=O)NCc1ccc(Cl)cc1	x	10%	x	5%	6	x	x
COc1ccc(Cl)cc1Nc1ccc2cc(S(=O)(=O)N3CCCCC3)ccc2n1	x	-5%	x	-10%	30	x	x
CC(C)CC(=O)N1C[C@@H](Oc2ccccc2)C[C@H]1C(=O)N1CCOCC1	i	21%	-18%	-2%	-7	1%	-14%
COCCN1C(=O)CCC2(C(=O)NCc3c(C)n[nH]c3C)CCCC=C12 (configuration not stated)	2%	0%	-2%	2%	-6	-1%	i
COc1ccc(NC(=O)C(=O)NCC(c2cccnc2)N2CCc3ccccc3C2)cc1 (configuration not stated)	x	3%	x	-4%	18	x	x
Cc1ccccc1[C@H]1[C@@H](C(=O)NCc2n[nH]c(=O)[nH]2)C[C@@](C)(C(=O)O)N1C	-7%	-8%	-18%	8%	10	-5%	-12%
COc1ccc(NC(=O)Cn2nc3n(c2=O)CCCC3)cc1OC	u	8%	11%	-5%	0	9%	3%
CN1CCc2c([nH]c3ccccc23)C12CCN(C(=O)c1ccccc1)CC2	-20%	-4%	-27%	-13%[12.5 µM]	-2	1%	-10%
O=C(NCc1ccc(F)cc1)C1CCc2nnc(-c3ccc(F)cc3)n21 (configuration not stated)	i	5%[87.6 µM]	-26%[172 µM]	2%[12.5 µM]	17	x	-9%[138 µM]
COc1cc(CCNC(=O)c2ccc3c(c2)c(C)c(C)n3Cc2cccc(C)c2)cc(OC)c1OC	x	u	x	2%	15	x	x

The list goes on; it opens with the four that closed the last part.
SMILES	GPT2 inh	SNCA expr inhib	HEK293 tox	SNCA viab count	IP6K1 inhibitor	FLuc inh	3T3 cytotox
COc1ccc(NC(=O)Cn2nc3n(c2=O)CCCC3)cc1OC	u	8%	11%	-5%	0	9%	3%
CN1CCc2c([nH]c3ccccc23)C12CCN(C(=O)c1ccccc1)CC2	-20%	-4%	-27%	-13%[12.5 µM]	-2	1%	-10%
O=C(NCc1ccc(F)cc1)C1CCc2nnc(-c3ccc(F)cc3)n21 (configuration not stated)	i	5%[87.6 µM]	-26%[172 µM]	2%[12.5 µM]	17	x	-9%[138 µM]
COc1cc(CCNC(=O)c2ccc3c(c2)c(C)c(C)n3Cc2cccc(C)c2)cc(OC)c1OC	x	u	x	2%	15	x	x
Cc1noc(C)c1CC(=O)N1CC[C@@H]2CN(S(C)(=O)=O)[C@@H]2C1	-1%	65%[activator]	u	10%[12.5 µM]	10	-9%	-3%
O=C1Nc2ccccc2CC12CCN(Cc1ccncc1)CC2	-16%	17%	-27%	-2%	2	x	-22%
O=C(c1ccccc1-c1nn[nH]n1)N1CCOCC(O)(CN2CCCC2)C1 (configuration not stated)	-4%	-13%	-2%	24%	3	-4%	0%
O=C(CN1CCN(c2ccc(Cl)cc2)CC1)Nc1ccc(F)c(F)c1	x	-8%	x	7%	-12	x	x
OCCc1ccc(Nc2cnc3ccc(N4CCOCC4)nn23)cc1	-11%[88.5 µM]	u	-20%[172 µM]	-5%[87.6 µM]	-8	-20%[172 µM]	u
O=C(Nc1ccc(F)cc1F)c1cc2c(=O)n3ccccc3nc2s1	x	14%	x	17%	6	x	x
COc1ccc(OCC(O)CN2CCC(=O)N(Cc3ccccc3)Cc3ccccc32)cc1 (configuration not stated)	x	x	u	x	-4	x	u
COc1cccc(CNC(=O)CCc2cn(Cc3ccccc3Cl)c3ccccc23)c1	x	13%	x	u	-1	x	x
Cc1cccc(OCC(=O)N2CCCN(c3cc(-c4ccc(Cl)cc4)[nH]n3)CC2)c1	-16%	u	u	u	9	-12%	25µM*
O=C(c1ccccc1F)N1CCC2(CC1)N=C(c1ccc(Cl)cc1)NO2	3%	-2%	u	2%	-16	-16%	-29%

3 records picked at random from those above:
SMILES	GPT2 inh	SNCA expr inhib	HEK293 tox	SNCA viab count	IP6K1 inhibitor	FLuc inh	3T3 cytotox
Cc1cccc(OCC(=O)N2CCCN(c3cc(-c4ccc(Cl)cc4)[nH]n3)CC2)c1	-16%	u	u	u	9	-12%	25µM*
COc1cccc(CNC(=O)CCc2cn(Cc3ccccc3Cl)c3ccccc23)c1	x	13%	x	u	-1	x	x
Cc1noc(C)c1CC(=O)N1CC[C@@H]2CN(S(C)(=O)=O)[C@@H]2C1	-1%	65%[activator]	u	10%[12.5 µM]	10	-9%	-3%

(cont.)
SMILES	GPT2 inh	SNCA expr inhib	HEK293 tox	SNCA viab count	IP6K1 inhibitor	FLuc inh	3T3 cytotox
COCCOC1CN(C2CCN(C(=O)c3cnccn3)CC2)C12CCCCC2 (configuration not stated)	u	-15%	2%	3%	-1	4%	2%
COc1ccc(-c2cc(N3CCC(NC(=O)c4cc(C)ccc4C)C3)n[nH]2)cc1 (configuration not stated)	-18%	4%	u	-14%	0	-5%	u
CNC(=O)[C@H]1C[C@]2(CCCCN(CCO)C2=O)N(C(=O)Cc2cccs2)[C@H]1c1ccco1	x	x	35µM*	x	-5	x	u
CC(C)CCN1CCC(N2CCN(C(=O)CCc3ccccc3)CC2)C1=O (configuration not stated)	0%	u	-25%	-11%	8	-1%	-14%
COc1cccc(CNC(=O)[C@@H]2C[C@@H](O)CN2C2CCN(C(=O)C3CC3)CC2)c1	i	-24%	-3%	0%	-5	7%	i
CC(C)NC(=O)N1CNC(=O)C12CCN(C(=O)c1ccccc1)CC2	-12%	u	-15%	4%	-4	x	3%
O=c1cc(-c2ccncc2)nc(-c2ccc(CN3CC[C@@H](O)C3)cc2)[nH]1	i	7%	4%	2%	8	3%	0%
Cn1cc(CNC(=O)C[C@@H]2C[C@H]3O[C@H](CNC(=O)NCc4ccccc4)[C@@H](O)[C@H]3O2)cn1	-38%	u	i	6%	-3	6%	i
